# GLP1R ag: agonists of human GLP-1 receptor; HEK293 GLP-1R CRE-luciferase, luminescence, 4-6 h; cells express a hypersensitive GLP-1R form; Potency, µM (titrated, usually from 45.6 µM), without a hit: at the highest dose activation, most hits filed as activators; 0.007% of 380,000 active; AID 624172; also: potency is read from the fitted curve at half-maximal effect; % of control where 0% means no effect
# WRN helicase inh: inhibitors of human WRN helicase | Q14191 | WRN helicase unwinding, fluorescent forked duplex, kinetic | Potency, µM (titrated, usually from 114 µM), for the others: top-dose activity change, negative = inhibition, actives largely listed as inhibitors | 0.46% of 360,000 active | AID 651768; also: potency is read from the fitted curve at half-maximal effect; % is scaled to controls: 0 for no effect and ±100 for the full control effect; nearly all actives have a fitted effect of over 55% in size
# Target sequence (Q14191 whole entry, looked up): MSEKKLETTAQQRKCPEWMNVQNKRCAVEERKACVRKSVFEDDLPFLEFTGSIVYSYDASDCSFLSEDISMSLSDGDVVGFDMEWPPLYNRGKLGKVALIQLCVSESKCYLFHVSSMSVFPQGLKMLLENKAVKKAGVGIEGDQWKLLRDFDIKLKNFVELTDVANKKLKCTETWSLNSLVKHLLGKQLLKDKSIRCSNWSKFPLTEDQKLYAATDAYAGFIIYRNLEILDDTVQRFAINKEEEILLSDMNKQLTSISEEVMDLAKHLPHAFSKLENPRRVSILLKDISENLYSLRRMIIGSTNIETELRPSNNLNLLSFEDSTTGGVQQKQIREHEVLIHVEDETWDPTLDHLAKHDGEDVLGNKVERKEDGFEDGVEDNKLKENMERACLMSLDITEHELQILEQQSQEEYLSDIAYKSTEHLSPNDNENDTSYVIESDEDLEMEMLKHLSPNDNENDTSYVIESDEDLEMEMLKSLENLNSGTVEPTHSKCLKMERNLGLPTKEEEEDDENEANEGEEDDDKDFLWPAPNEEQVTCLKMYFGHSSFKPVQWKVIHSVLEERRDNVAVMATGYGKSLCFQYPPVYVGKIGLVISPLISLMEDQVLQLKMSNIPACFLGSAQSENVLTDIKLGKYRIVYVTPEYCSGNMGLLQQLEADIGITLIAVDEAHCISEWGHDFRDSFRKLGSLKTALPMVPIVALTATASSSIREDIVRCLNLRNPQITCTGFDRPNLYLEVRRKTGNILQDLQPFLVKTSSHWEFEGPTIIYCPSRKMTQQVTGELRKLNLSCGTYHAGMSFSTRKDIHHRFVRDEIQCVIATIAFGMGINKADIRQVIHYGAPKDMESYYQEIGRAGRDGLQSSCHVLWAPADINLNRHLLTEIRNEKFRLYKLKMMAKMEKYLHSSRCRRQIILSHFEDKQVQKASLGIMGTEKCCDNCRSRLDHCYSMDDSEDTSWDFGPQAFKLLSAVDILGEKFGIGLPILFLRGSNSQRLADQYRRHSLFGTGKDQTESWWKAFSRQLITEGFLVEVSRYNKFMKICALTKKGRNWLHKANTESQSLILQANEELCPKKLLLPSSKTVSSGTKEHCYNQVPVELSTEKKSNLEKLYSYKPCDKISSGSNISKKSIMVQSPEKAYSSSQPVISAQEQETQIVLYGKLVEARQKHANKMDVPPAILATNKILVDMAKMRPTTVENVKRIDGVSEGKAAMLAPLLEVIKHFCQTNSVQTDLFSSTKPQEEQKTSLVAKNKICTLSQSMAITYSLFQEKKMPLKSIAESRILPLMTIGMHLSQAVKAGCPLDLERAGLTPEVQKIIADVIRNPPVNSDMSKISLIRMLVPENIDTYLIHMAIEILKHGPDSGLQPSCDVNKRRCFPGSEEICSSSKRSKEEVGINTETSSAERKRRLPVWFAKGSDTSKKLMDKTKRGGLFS
#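 Kinetic fluorescence helicase assay: unwinding of a quenched forked DNA duplex (100 nM final) with 2 mM ATP final raises red fluorescence (525/598 nm). Compounds sat 15 min at room temperature with 20 nM WRN beforehand.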
# GLP-1R inv ag: GLP-1 receptor (human) inverse agonism; AID 624417; Potency, µM (highest dose often 38.3 µM), for the others: at the top dose activity change, negative = inhibition, actives largely listed as inhibitors; 1.6% of 410,000 active; HEK293 GLP-1R CRE-luciferase, luminescence, 24 h; GLP-1R form is constitutively active; also: potency is read from the fitted curve at half-maximal effect; % is scaled to controls: 0 for no effect and ±100 for the full control effect; nearly all actives have a fitted effect of over 55% in size
#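 HEK293 cells stably co-expressing a cAMP-responsive luciferase reporter and constitutively active GLP-1R were seeded, incubated 12 h, then exposed to compounds for 24 h at 37 C. Luminescence was read 12 min after detection reagent; inverse agonists lower signal.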
# GLP1R cytotox: cytotoxicity counter-screen for GLP-1 receptor inverse agonists; Potency, µM (highest dose often 38.3 µM), for the others: at the top dose activity change, negative = inhibition, actives largely listed as inhibitors; 0.13% of 410,000 active; HEK293 cAMP-luciferase reporter cells, luminescence, 24 h;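 also: loss of luciferase light is scored as toxicity; potency is read from the fitted curve at half-maximal effect; % is scaled to controls: 0 for no effect and ±100 for the full control effect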
#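 Step one: seed cells (200 cells/uL, DMEM with 10% Nu serum, 1% pen-strep). Step two: 12-hour incubation at 37 deg C. Step three: pin 23 nL compound, incubate 24 hr. Step four: add luciferase reagent, read luminescence 12 min later.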
# DRD3 agonist: activates the human D3 dopamine receptor; P35462; D3R DiscoveRx beta-arrestin cells, luminescence, 90 min; max activation, %; 0.58% of 410,000 active; in the data active = max activation above about 30%; also: 0% is about no effect; mostly tested at two doses, the higher about 12 µM
#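 Agonist-mode cell screen: cells plated at 1500/well and incubated overnight at 37 °C, then exposed to library compounds for 90 min at 37 °C. Detection reagent was added for 30–60 min at room temperature, and luminescence was read.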
# PI5P4Ka inh: PI5P4K alpha (human) kinase inhibition | 1.2% of 330,000 active | PI5P4Kalpha enzyme, ADP-Glo luminescence, 60 min; active compounds read low | max response, % | AID 652105; active = max response of -50% or lower; inconclusive = between -30% and -50%; inactive = -30% or higher; also: value at the top dose of about 77 µM; % is scaled to controls: 0 for no effect and ±100 for the full control effect
#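 ADP-Glo luminescence end-point after a 60 min room-temperature kinase reaction. PI5P4Kalpha and substrate in HEPES pH 7.4 buffer with EGTA, 0.1% CHAPS and 5% DMSO; ATP at 5 microM final.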
# D3 antag: blocks the human D3 dopamine receptor; P35462; D3R cells, DiscoveRx beta-arrestin luminescence, antagonist mode; active compounds read low; max response, negative = inhibition, %; 2.5% of 360,000 active; AID 652054; in the data active = max response below about -50%; inconclusive = no clear call, values can overlap the other calls; also: % is scaled to controls: 0 for no effect and ±100 for the full control effect; mostly tested at two doses, the higher about 12 µM
#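 Cells expressing the human receptor were seeded at 1500 cells/well, incubated overnight at 37 degrees C in 5% CO2, then exposed to library compounds with dopamine controls for 90 minutes at 37 degrees C before luminescent detection.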
# IL-2 act: activates IL-2 in a cell-based reporter assay; activation, % (series mostly up to about 46 µM); 0.065% of 360,000 active; AID 652025; IL-2 activation reporter assay, cell-based qHTS; stimulated with anti-CD3/CD4/CD28 beads; in transgenic mouse T cells; in the data active = activation above about 50%; inconclusive = mostly about 30% to 49%; also: 0% is about no effect
#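 Quantitative HTS in unstimulated transgenic mouse T cells, with memory T cells as non-tolerant control and PMA/ionomycin as tolerance-bypass control. Compound pretreatment lasted 60 minutes before 18 h bead stimulation; EGFP/DsRed fluorescence read.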
# PLK1 PBD block: inhibitors of human PLK1 polo-box domain binding; P53350; Potency, µM, for inactives: max response, negative = inhibition, usual class: inhibitors; Plk1 PBD binding of FITC phosphopeptide, fluorescence polarization; AID 720504; 2.8% of 360,000 active; also: potency is read from the fitted curve at half-maximal effect; series mostly up to about 57 µM; % is scaled to controls: 0 for no effect and ±100 for the full control effect; nearly all actives have a fitted effect of over 65% in size
# * hit, by the source's call; ? = inconclusive; / = no result given; & = joins results of further samples; [ ] = remark or other dose. Unless noted, calls follow the shape of the dose curve; as a rule, active = well fitted curve in the direction sought with a large enough effect; inconclusive = small, poorly fitted or top-dose-only effect, or another doubt; inactive = no such curve, though single readings can be large; an effect the other way counts as inactive or inconclusive. Compounds as they come; about 7.8% have a hit in one of these screens.
SMILES,GLP1R ag,WRN helicase inh,GLP-1R inv ag,GLP1R cytotox,DRD3 agonist,PI5P4Ka inh,D3 antag,IL-2 act,PLK1 PBD block
C[C@@H]1CCCCO[C@@H](CN(C)S(=O)(=O)c2ccc(F)cc2)[C@@H](C)CN([C@H](C)CO)C(=O)c2cc(N(C)C)ccc2O1,-4%,-3%,10%,-6%,-10,-7,?,-3.5,-17%
Cc1ccn2cc(CCNC(=O)COc3ccccc3)nc2c1,0%,3%,2%,4%,7,-18,3,-4.0,12µM*
Cc1cc(C(=O)N(C)C2CCCCC2)no1,-3%,-6%,-4%,6%,2,10,0,-3.2,-3%
Cn1cccc1C(=O)NCc1ccc(S(N)(=O)=O)cc1,7%,-9%,8%,-1%,3,-8,11,2.8,-2%
CC1(C)C(=O)Nc2ccccc2N1C(=O)COc1ccc(S(=O)(=O)N2CCOCC2)cc1Cl,4%,-31%[57.1 µM],8%,8%,-6,?,?,-2.4,-18%
Cc1ccc(-c2n[nH]c(=S)n2/N=C/c2cccn2C)cc1,-1%,-23%,-8%,?,-6,-10,24,-6.4,-19%
COc1cc2c(cc1C=O)OC(C)C2 (stereo unspecified),1%,1%,-16%,-7%,-6,-3,1,0.3,8%
COc1ccc(CC(=O)N2CCN(c3ccccc3OC)CC2)cc1,15%,6%,1%,4%,2,-7,-28,-0.4,-11%
O=c1[nH]cc(CCCc2ccccc2)c(=O)[nH]1,5%,2%,7%,-1%,4,-11,14,-0.4,-3%
Oc1ccccc1-c1nc2ccc(Cl)cn2c1Nc1ccc2c(c1)OCCO2,1%,/,4%,1%,-3,/,/,/,/
O=C(CSc1nnc(CNC(=O)c2ccccc2)o1)Nc1ccc2c(c1)OCO2,-2%,-26%,10%,0%,-8,-7,-17,-3.5,-9%
C[C@H]1CCCCO[C@H](CN(C)S(=O)(=O)c2cn(C)cn2)[C@@H](C)CN([C@@H](C)CO)C(=O)c2cc(NS(=O)(=O)c3ccccc3)ccc2O1,-2%,0%,-2%,2%,-3,6,4,1.1,-11%
Cc1ccc(N(CC(=O)NCc2ccccc2)C(=O)c2csnn2)c(C)c1,10%,-14%[57.1 µM],-18%,4%,-1,-1,13,-0.8,-7%
CC(=O)Nc1ccc(NC(=O)CSc2nc3ccccc3o2)cc1,-1%,-4%,0%,10%,1,1,?,-2.1,-1%
CC(NC(=O)c1ccc(Br)cc1)c1ccc2c(c1)CCCC2 (stereo unspecified),2%,3%,10µM*,-2%,1,7,14,-0.5,-1%
Cc1cc(C)c2c(N)c(C(=O)NC3CC3)sc2n1,0%,2%,67%[activator],-1%,2,-6,2,0.5,-5%
O=C(O)C(Oc1ccc2ccccc2c1)c1ccccc1 (stereo unspecified),0%,8%,-1%,3%,-3,0,-4,-1.0,-7%
CC(C)(CNS(C)(=O)=O)SCc1ccc(Cl)cc1,1%,2%,10%,16%,2,3,2,1.4,-2%
Cc1cccc(C)c1C(O)c1ncc(-c2ccccc2C(F)(F)F)[nH]1 (stereo unspecified),2%,-1%[57.1 µM],-9%,2%,-7,6,10,-0.7,0%
COc1ccc(/C=C(\C#N)C(=O)ONC2=NCCCCC2)cc1,-2%,1%,-1%,2%,0,-6,-5,-2.2,2%
O=C(NCc1n[nH]c(=S)n1-c1ccccc1)c1ccco1,-18%,-2%,-3%,8%,0,/,6,-1.1,-15%
CC(=O)NC(C)CCc1ccccc1 (stereo unspecified),10%,8%,2%,9%,-6,0,-24,-0.5,0%
COc1ccc(S(=O)(=O)NCc2csc(-c3cccnc3)n2)cc1,3%,1%,-2%,2%,1,2,0,-1.0,4%
Cc1ncoc1C(=O)NC1CCCc2c1cnn2-c1cc(F)cc(F)c1 (stereo unspecified),7%,7%,0%,-8%,7,3,13,-3.6,7%
CCOC(=O)N1CCC(n2c(SCC(=O)NCCc3ccc(S(N)(=O)=O)cc3)nc3ccccc3c2=O)CC1,1%,3%,3%,2%,-17,3,-5,-0.5,-8%
C[C@H](CO)N1C[C@H](C)[C@@H](CN(C)S(=O)(=O)c2ccccc2F)OCc2cnnn2CCCC1=O,-6%,-11%,12%,20%,-10,3,?,-2.0,-17%
O=C(Cc1ccccc1)Nc1nnc(-c2cccs2)s1,0%,-8%,36%[activator],-7%,2,1,7,-1.1,-3%
Cc1ccc(N(CC(=O)NC(C)(C)C)C(=O)CCC(=O)Nc2nccs2)cc1C,-10%,-13%,?,-1%,-3,1,5,0.9,-7%
CC(CCc1ccccc1)NC(=O)CN1CCc2ccccc2C1 (stereo unspecified),16%,2%,?,0%,3,?,?,5.2,27µM*
COc1ccc(S(=O)(=O)N2CCN(Cc3c[nH]c4ccccc34)CC2)cc1,-9%,-23%,?,-14%,-19,1,1,0.4,-7%
CC1CN(C(=S)Nc2ccccc2)N(c2ccccc2)C1 (stereo unspecified),10%,-4%,?,-14%,3,-1,-5,-3.0,-10%
Cc1cccc(NC(=O)[C@H](Cc2c[nH]c3ccccc23)NC(=O)[C@@H]2Cc3ccccc3CN2)c1,2%,0%,?,-19%,0,3,-7,-0.4,-10%
C=CCN=C1N[C@@H](c2ccccc2)C(C(=O)OC)=C(C)N1CC,14%,5%,3%,1%,-21,2,-14,0.4,-11%
Cc1nc2ccccc2nc1N1CCCC1,17%,-31%,32%[activator],15%,8,-15,3,-3.1,-5%
CCc1ccc(-n2c(=O)c3c4c(sc3n(CC(=O)N3CCC(C)CC3)c2=O)CCC4)cc1,-1%,/,-1%,-17%,-6,/,/,/,/
Cc1cc(=O)oc2cc(Oc3ccc([N+](=O)[O-])cc3C(F)(F)F)ccc12,-8%,-18%,-25%,-2%,3,-1,-9,-2.7,-18%
COc1ccc(NC(=O)N2CCn3c2nc2ccccc23)cc1,-12%,3%,25%,2%,12,/,-25,-1.6,0%
O=C1CN(c2ccccc2)C(=S)N1C(=O)c1ccc(Br)cc1,-10%,7%,1%,-3%,2,-27,10,-0.2,24µM*
Brc1ccc(-n2cc(-c3ccccc3)c3c(NN4CCOCC4)ncnc32)cc1,8%,-16%,-8%,13%,-1,2,3,-5.6,-14%
COc1ccc2nc(N/C(N)=N/C(=S)Nc3cccc(C)c3)nc(C)c2c1,-24%,33%,-29%,15%,-19,5,?,-0.2,-8%
O=C(NC(=O)c1c(F)cccc1F)Nc1ccccc1SC(F)F,29%,6%,-27%,-11%,-5,5,-25,0.7,-6%
O=C(CC(O)(CC(=O)OCc1ccccc1)C(=O)OCc1ccccc1)OCc1ccccc1,9%,-6%,8.9µM*,-1%,0,8,26,0.2,-5%
COc1ccccc1NC(=O)c1ccc(NC(=O)C2CC2C)cc1 (stereo unspecified),-13%,0%,5%,-19%,3,-10,16,-3.5,3%
O=C(CSCc1ccc(Cl)cc1)Nc1cccc(C(=O)Nc2ccccc2C(=O)O)c1,-8%,-16%,-29%,-10%,-1,?,1,-0.1,?
CCOc1cc(CNCc2ccc3c(c2)OCO3)ccc1OC,4%,11%,8%,12%,-15,-6,-15,6.3,5%
CC(=O)Nc1ccc(S(=O)(=O)Nc2ccc3c(c2)n(C)c(=O)n3C)c(C)c1,9%,10%,46%&7%[activator],3%&19%,1&5,-3,-11,0.0,-7%
COC(=O)/C(=C\C(=O)c1ccc([N+](=O)[O-])cc1)Nc1ccc(OC)cc1,2%,-11%,-22%,5%,-6,3,-23,-2.3,-4%
Nc1c(C=C2C=CC(=O)C=C2)c(=O)nc2snc(SCc3ccccc3)n12,-3%,-7%,?,-15%,0,-51*,-7,0.7,21µM*
CCCNC(=O)CCc1c(C)nc2nc(-c3cc(OC)cc(OC)c3)nn2c1C,0%&3%,2%,-7%&1%,2%&2%,6&3,4,24,11,-30%
COc1cccc(-n2c(=O)c3sc4ccccc4c3n(CC(=O)Nc3ccc(F)cc3F)c2=O)c1,-2%,/,6%,-9%,-8,/,/,/,/
COc1ccccc1OCc1ccc(C(=O)NCC2CCCO2)cc1 (stereo unspecified),2%,-8%,19%,-9%,2,4,20,1.0,4%
Cc1c(C(=O)NCCSCc2c(F)cccc2Cl)cnn1-c1ccc(Cl)cc1,17%,-14%,10µM*,0%,5,16,-1,-0.9,-1%
CCCCc1nc(SCC(=O)N2CCCCC2)c2c(=O)n(C)c(=O)n(C)c2n1,-11%,-21%,?,-5%,6,-6,6,-1.3,-8%
Cc1c(C(=O)Nc2ccc(S(N)(=O)=O)cc2)oc2ccc(Cl)cc12,1%,1%,-1%[7.66 µM],-6%[7.66 µM],-3,2,14,0.2,-20%
O=C(N/C(=C\c1ccc(O)cc1)C(=O)N1CCCCC1)c1ccccc1,5%,6%,1%,-21%,6,-3,40,-0.7,-10%
COc1ccc(C(=O)CSc2nn3c(=O)c(C(C)(C)C)nnc3s2)cc1,-29%,-3%,?,-2%,-3,6,28,0.9,-8%
CCCn1c(N)c(C(=O)CSc2nc3ccccc3n2CCC#N)c(=O)n(C)c1=O,-5%,-2%,4%,-12%,-2,-5,-29,3.6,?
COc1ccc(CN(Cc2cccn2C)S(=O)(=O)c2ccc(C)cc2)cc1,4%,-14%,?,-1%,5,0,-1,3.7,0%
Cc1ccc(S(=O)(=O)Nc2nc(C)c(NC(=O)OCCCl)s2)cc1,-1%,-3%,1%,-1%,2,1,8,-0.6,-14%
COc1ccc(NC(=O)COc2cccc3c2CCNC3=O)cc1,7%,-3%,8%,18%,-24,0,-21,-2.7,-8%
CCOC(=O)/C(C#N)=C/C=C1/C=CC=CN1C,9%,0%,25%,?,-17,1,4,-0.9,3%

# Screening results deposited in PubChem BioAssay by National Center for Advancing Translational Sciences (NCATS).
